High-throughput results as filed in PubChem.
ALOX12 inhib: 12-hLO (ALOX12) enzyme inhibition; P18054; purified 12-hLO, xylenol orange hydroperoxide absorbance; Potency, µM (series often up to 57.1 µM), inactives show at the top dose activity change, negative = inhibition, usual class: inhibitors; 150,000 tested, 0.12% active; further: potency means the concentration at half of the fitted maximal effect; nearly all actives have a fitted effect of over 55% in size; many of its hits are not listed in these tables
Target sequence (P18054 whole entry, looked up): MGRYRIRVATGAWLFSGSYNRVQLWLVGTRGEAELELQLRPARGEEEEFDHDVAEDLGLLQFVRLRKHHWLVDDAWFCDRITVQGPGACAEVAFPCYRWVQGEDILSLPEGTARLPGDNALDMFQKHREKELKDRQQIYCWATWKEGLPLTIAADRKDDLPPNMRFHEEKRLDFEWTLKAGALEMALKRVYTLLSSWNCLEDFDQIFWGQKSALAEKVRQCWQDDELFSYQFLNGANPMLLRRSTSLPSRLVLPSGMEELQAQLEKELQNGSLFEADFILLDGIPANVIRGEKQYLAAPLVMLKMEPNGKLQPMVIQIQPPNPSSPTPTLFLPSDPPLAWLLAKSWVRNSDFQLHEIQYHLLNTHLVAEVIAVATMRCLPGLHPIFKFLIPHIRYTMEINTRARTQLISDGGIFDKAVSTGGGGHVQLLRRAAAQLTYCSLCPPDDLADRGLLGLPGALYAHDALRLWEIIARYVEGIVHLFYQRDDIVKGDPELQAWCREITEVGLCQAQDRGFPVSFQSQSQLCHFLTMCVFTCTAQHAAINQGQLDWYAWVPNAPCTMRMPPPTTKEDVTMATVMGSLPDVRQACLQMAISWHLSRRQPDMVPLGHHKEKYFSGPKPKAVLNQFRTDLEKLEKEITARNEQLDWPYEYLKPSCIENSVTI
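Hydroperoxide output read as Fe(III)-xylenol orange absorbance, 573-to-405 nm ratio, after 30 min reaction with 40 uM arachidonic acid. Enzyme: 150 nM purified human 12hLO, 15 min compound preincubation; 25 mM Hepes pH 7.0, room temperature.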
PNC inhibitor: perinucleolar compartment assembly inhibition; activity change (PNC), negative = inhibition, % at 10 µM; 140,000 tested, 3.1% active; AID 2417; PC3M PTB-GFP, PNC prevalence imaging, 16 h; stronger effect = lower value;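 active means readout at or below -70, meaning at least 70% loss of cells showing the perinucleolar compartment, a nuclear body marking cancer cells; inconclusive means readout between -30 and a set limit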;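 further: plate controls were DMSO wells for no effect and camptothecin positive control wells for full effect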
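PC3M cells stably expressing PTB-GFP, 750–1000 cells/well, treated 16 h at 37 °C with compound (23 nl of library stock), in duplicate. After paraformaldehyde fixation and Hoechst stain, imaged at 20x; PNC prevalence scored by image analysis.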
IMPase inh: cell-permeable inhibitors of inositol monophosphatase (IMPase) | AID 901 | 120,000 tested, under 10 active | inhibition (IP1 accumulation), % at 46.1 µM | CHO-M1 cells, IP1 accumulation, HTRF TR-FRET ratio | P97697; active means well fitted curve in the direction sought with a large enough effect in the signal ratio, not every such curve was filed as active; inconclusive means small, poorly fitted or top-dose-only effect, or a change in a side signal; inactive means no such curve, though single readings can be large or run the other way; the % refers to the signal ratio;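 further: cells stimulated with carbachol in lithium chloride buffer; plate controls were DMSO basal wells for no effect and reference inhibitor wells for full effect; higher means more IMPase inhibition seen as more IP1 and lower FRET ratio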
Target sequence (P97697 whole entry, looked up): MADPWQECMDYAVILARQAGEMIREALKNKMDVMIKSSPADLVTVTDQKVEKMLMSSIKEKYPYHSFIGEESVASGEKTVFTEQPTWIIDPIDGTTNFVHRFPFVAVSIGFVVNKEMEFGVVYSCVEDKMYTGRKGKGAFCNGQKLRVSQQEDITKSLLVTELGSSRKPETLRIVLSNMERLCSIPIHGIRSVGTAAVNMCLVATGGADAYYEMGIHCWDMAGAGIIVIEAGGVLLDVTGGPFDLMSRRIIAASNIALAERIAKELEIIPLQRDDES
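Elevated IP1 in lysates lowers TR-FRET signal (665/620 ratio and 620 channel reported). Cells were CHO-M1, given carbachol (50 uM as added) plus 50mM LiCl, pH 7.4, 30 min, 37C; compounds titrated up to 46 uM; AC50 by Hill equation.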
ALOX15B inhib: inhibitors of human 15-lipoxygenase 2 (ALOX15B); Potency, µM (titrated, usually from 57.1 µM), for the others: top-dose activity change, negative = inhibition, actives largely listed as inhibitors; O15296; purified 15hLO-2, xylenol orange hydroperoxide absorbance; 110,000 tested, 0.56% active; further: potency means the concentration at half of the fitted maximal effect; nearly all actives have a fitted effect of over 60% in size; many of its hits are not listed in these tables
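Purified human 15hLO-2 (50 nM) preincubated 15 min with compound, then 45 uM arachidonic acid for 90 min at RT in 25 mM Hepes pH 7.5, 0.01% Triton X-100. Hydroperoxide detected by Fe-xylenol orange; 573/405 nm absorbance ratio.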
* = called active by the depositor; ? = inconclusive; · = not tested or not shown; [ ] = dose if it differs, or a comment. Unless noted, the call rests on the fitted dose curve; in most records, active means well fitted curve in the direction sought with a large enough effect; inconclusive means small, poorly fitted or top-dose-only effect, or another doubt; inactive means no such curve, though single readings can be large; an effect the other way counts as inactive or inconclusive. Unless noted, on the % scale 0 is the no-effect control and ±100 the full control effect. This is a subset; rates above refer to the full screens.

Values in the order – ALOX12 inhib	PNC inhibitor	IMPase inh	ALOX15B inhib
- O=C(CCn1c(=O)oc2ccccc21)Nc1cccc(Cl)c1
  -8.8%	?	-4.6	-2.1%
- COc1ccc(N2CCN(Cc3cc(=O)oc4ccc(Cl)cc34)CC2)cc1
  -0.6%	13.8	4.0	-2.5%
- Cc1ccccc1CSc1nc2c(c(=O)[nH]1)CCC2
  -1.4%	2.7	4.6	-4.2%
- Clc1ccc(-n2ncc3c(N4CCCC4)ncnc32)cc1
  4.7%	21.2	·	·
- COc1ccc(-c2n[nH]c(C(F)(F)F)c2-c2cc3ccccc3o2)c(O)c1
  ?	2.9	0.1	-14.3%
- CC(=O)OCC(=O)N1CCN(c2ccc([N+](=O)[O-])cc2)CC1
  -1.0%	0.4	-0.8	·
- COCCN(CCOC)C(=O)C12CCC(C)(C(=O)C1)C2(C)C (stereo not given)
  1.8%	-14.0	4.7	-2.3%
- C=CCn1c(-c2cccc(Cl)c2)n[nH]c1=S
  -8.6%	?	-22.3	-4.7%
- COCCN(CCOC)C(=O)c1sc2nc(-c3ccccc3)cn2c1C
  0.5%	13.1	-1.2	-2.8%
- O=C(NCCc1cccc(Cl)c1)c1cc([N+](=O)[O-])ccc1Cl
  -2.2%	16.0	·	·
- COc1ccc(NC(=O)C2CCCN(S(=O)(=O)c3c(C)n[nH]c3C)C2)c(OC)c1 (stereo not given)
  5.4%	?	1.4	1.5%
- CCC(=O)Oc1ccc2ccccc2c1CNC(=O)c1ccccc1
  0.1%	?	-5.0	·
- CCCC1c2ccc(C)n2CCN1C(=O)Nc1ccccc1Cl (stereo not given)
  -4.6%	?	?	·
- CN(C)c1ccc(/C=c2/sc3n(c2=O)NC2(c4ccccc4)N(C)C(=O)N(C)C2(c2ccccc2)N=3)cc1 (stereo not given)
  0.0%	-83.7*	·	·
- O=C(COC(=O)c1cccs1)NCC1CCCO1 (stereo not given)
  -1.4%	-11.3	-6.2	-6.5%
- O=c1c2c(n3cnnc3n1C1CCCCC1)-c1ccccc1CC21CCCCC1
  5.9%	259.6	-8.1	·
- CCN(CC)S(=O)(=O)c1ccc(-c2nnc(SCC(=O)N3c4ccccc4CC3C)o2)cc1 (stereo not given)
  -2.3%	-25.8	-0.5	15.3%
- COc1ccc(OC(=O)c2cc3ccccc3o2)cc1
  3.5%	0.5	10.5	4.8%
- CCNC(=O)CC1SC(=Nc2ccccc2C)N(C)C1=O (stereo not given)
  -2.6%	6.8	?	·
- CCOC(=O)c1c(N)sc(C(=O)N(C)C)c1CN1CCOCC1
  1.5%	23.8	?	3.4%
- CCOC(=O)CSc1ccc(-c2nc3ccccc3[nH]2)cn1
  3.6%	-25.3	-0.3	4.5%
- CCN(CC)C(=O)Oc1ccc2c(=O)c(-c3ccc(OC)cc3)coc2c1
  -2.8%	-15.2	2.7	-0.5%
- COc1ccccc1N1CCN(C(=O)C(OC(C)=O)c2ccccc2)CC1 (stereo not given)
  -1.1%	-21.5	0.0	-5.8%
- COc1ccc(N2CC(C(=O)Nc3nnc(SCc4ccccn4)s3)CC2=O)cc1 (stereo not given)
  1.9%	?	-5.4	·
- CCOC(=O)/C(=C/c1ccc(OC)cc1)NC(=O)c1ccco1
  -2.2%	-20.5	·	·
- Cc1cccc(-c2noc(CCc3ccccc3)n2)c1
  8.9%	-22.7	8.3	8.4%
- Cn1c(SCC(=O)N2c3ccccc3Sc3ccccc32)nc2ccccc21
  -4.7%	28.4	·	·
- COc1ccc(/C=C/C(=O)N(CC(C)C)CC(C)C)cc1Br
  -3.0%	-7.2	13.7	5.7%
- Cc1cc(-c2ccccc2C(=O)NCc2ccccc2)on1
  -3.4%	?	4.7	2.1%
- CCOC(=O)C(NC(=O)c1ccc(OC)cc1)(N1CCCC1=O)C(F)(F)F (stereo not given)
  -0.1%	-15.0	·	·
- Fc1ccc(CSc2ncnc3scc(-c4ccccc4)c23)cc1
  -3.9%	26.4	·	·
- COc1cc(/C=N/NC(=S)NCc2ccco2)cc(OC)c1OC
  ?	?	3.5	·
- CCN(C(=O)c1coc(=O)c2ccccc12)c1cc(OC)ccc1OC
  21.6%	22.1	5.4	-1.4%
- Cc1cc(C)n(CC(=O)n2c(C)c(C)c3ccccc32)n1
  -2.3%	247.9	2.5	·
- Cc1ccc(-n2ccc(=O)c(-c3ccnc(SCc4cccc(Cl)c4)n3)n2)cc1
  0.5%	-24.7	5.5	-9.7%
- O=C1N/C(=N\N=C\c2cccs2)SC1Cc1ccc(Cl)cc1 (stereo not given)
  -1.1%	-14.6	-4.8	·
- CC(C)OCCCNC(=O)c1ccccc1Oc1ccccc1
  7.6%	10.2	2.6	-0.9%
- O=C(N/N=C/c1c(O)n(-c2ccccc2Cl)c(=O)c2ccccc12)C1COc2ccccc2O1 (stereo not given)
  -10.5%	20.0	-2.2	·
- CCCc1cc(-c2[nH]ncc2-c2ccc3c(c2)OCCCO3)c(O)cc1O
  ?	9.7	19.0	-9.4%
- Cc1n[nH]c(=O)nc1NCc1ccccc1Cl
  1.2%	80.9	2.7	?
- CCC(=O)NCCc1cc2cc(C)c(C)cc2[nH]c1=O
  1.4%	23.7	3.7	-0.3%
- Cc1ccc2[nH]c(=O)c(CN(Cc3cccs3)Cc3nnnn3CC3CCCO3)cc2c1 (stereo not given)
  -7.3%	-18.3	1.0	-0.7%
- Cc1cc(=O)oc2cc(NC(=O)C3COc4ccccc4O3)ccc12 (stereo not given)
  -7.2%	-6.4	-12.2	-7.1%
- COc1ccc(NC(=O)C2CCCCN2S(=O)(=O)c2ccc(F)cc2)cc1 (stereo not given)
  -14.3%	-15.9	14.7	0.4%
- Nc1c(NC(=O)CC[n+]2ccccc2)cccc1[N+](=O)[O-]
  -3.7%	-18.8	·	·
- Cc1ccc(C(=O)N2CCN3C(=O)c4ccccc4C23c2ccc(Cl)cc2)cc1 (stereo not given)
  -1.1%	-8.2	-0.7	0.2%
- CCc1cccc(NC(=O)CCSCCC(=O)Nc2cccc(CC)c2)c1
  -12.7%	5.5	-0.9	-22.8%
- COc1ccc(C(=O)Nc2ccc(C(=O)Nc3nccs3)cc2)cc1[N+](=O)[O-]
  -3.1%	-3.7	-15.9	·
- COc1ccc(CNC(=O)C2CC(=O)N(c3ccc(OCC(=O)N4CCCCC4)cc3)C2)cc1 (stereo not given)
  3.6%	-1.6	-18.8	-1.7%
- CC(C)(C)NC(=O)C(=O)NNC(=O)C12CC3CC(CC(C3)C1)C2
  -4.7%	-29.2	-8.0	8.0%

Carrying on:
Values in the order – ALOX12 inhib	PNC inhibitor	IMPase inh	ALOX15B inhib
- Cc1cc(N=Cc2c(O)n(-c3ccc(C)c(C)c3)c(=O)c3ccccc23)no1
  5.0%	21.2	·	·
- O=C(Nc1ccccc1C(=O)NCc1ccco1)NC1CCCCC1
  5.1%	69.7	-3.4	3.0%
- CCc1ccc(OCCCC(=O)O)c(Br)c1
  -4.0%	-13.3	5.0	-6.7%
- CCSc1nnc(NC(=O)CN(C)S(=O)(=O)c2ccc(F)cc2)s1
  -3.5%	-0.5	-15.6	4.5%
- CC(C)(C)C(=O)CC(=O)Nc1ccc(Cl)c(N)c1
  -3.7%	0.7	6.0	1.1%
- Cc1ccc(S(=O)(=O)Oc2ccc(/C=N/NC(=O)c3nn(C)cc3[N+](=O)[O-])cc2)cc1
  3.1%	-6.0	·	·
- CCOC(=O)C(NC(=O)c1cccnc1)(Nc1cccc(C)n1)C(F)(F)F (stereo not given)
  5.3%	23.9	4.6	1.5%
- COc1ccccc1N/N=C/c1c(CO)cnc(C)c1O
  -2.1%	?	7.4	-21.1%
- CC(Cc1ccccc1)NC(=O)/C=C/c1ccc([N+](=O)[O-])cc1 (stereo not given)
  -1.4%	0.2	·	·
- Cn1c(Cl)c(C(=O)Nc2ccccc2)c2ccccc21
  3.3%	23.7	-0.2	6.9%
- Cc1cc2ccccc2c(=O)n1CC(=O)Nc1ccc2c(c1)OCO2
  -7.5%	30.3	-2.8	·
- COC(=O)[C@H](Cc1ccccc1)NC(=O)N1CC(C)OC(C)C1 (stereo not given in full)
  -8.5%	11.5	?	6.5%
- CC(C)OCCCNC(=O)C(=O)NCCCOC(C)C
  1.5%	-13.7	0.6	-3.0%
- O=C(NCCN1C(=O)CSC1=O)c1ccccc1
  -3.1%	?	-1.1	-0.2%
- CC[C@@H]1OC(=O)[C@H](C)[C@H](O[C@@H]2C[C@](C)(OC)[C@H](O)[C@H](C)O2)[C@H](C)[C@H](O[C@@H]2O[C@@H](C)C[C@@H](N(C)C)[C@@H]2O)[C@](C)(O)C[C@H](C)C(=O)[C@H](C)[C@H](O)[C@]1(C)O
  -0.9%[25.6 µM]	·	-3.2[20.6 µM]	19.4%[25.6 µM]
- Cc1cc(NC(=O)CSc2nc3sc4c(c3c(=O)n2C)CCCC4)no1
  -4.3%	-3.1	-2.5	-0.2%
- CC(=Nc1ccccc1)Nc1ccccc1
  -1.1%	?	-2.0	-8.3%
- O=C(NNC(=O)C1CC1c1ccccc1)c1ccccc1[N+](=O)[O-] (stereo not given)
  0.2%	-4.4	·	·
- O=C(NCC1(c2ccccc2)CCCC1)C(=O)NCC1(c2ccccc2)CCCC1
  0.0%	-9.4	4.8	·
- Cc1ccc(NC(=S)NNc2ccc([N+](=O)[O-])cc2S(=O)(=O)Nc2ccccc2C(=O)O)cc1C
  ?	-26.4	·	·
- Cc1ccccc1OCC(=O)N1CCCc2ccccc21
  -2.0%	11.7	·	·
- CC(OCCN1CCCC1)(c1ccc(F)cc1)c1ccc(F)cc1
  -0.8%	?	·	·
- COc1ccccc1C(=O)N1CCN(c2cccc(C(F)(F)F)c2)CC1
  -5.0%	?	8.1	-4.9%
- Cc1nc(-c2ccccc2)nc2[nH]c(C(C)C)cc(=O)c12
  0.5%	19.7	2.3[1.84 µM]	5.7%[11.4 µM]
- Cc1ccc(CNC(=O)Cn2cncn2)cc1
  6.9%	64.9	-6.8	-19.4%
- CCSCc1nnc(SCC(=O)Nc2cccc(SC)c2)n1C
  1.6%	8.3	-7.5[1.84 µM]	8.8%[11.4 µM]
- Cc1cc(NC(=O)CN2C(=O)NC3(CCC(C)CC3)C2=O)no1 (stereo not given)
  2.9%	-24.0	-1.3	·
- O=C(Oc1ccccc1)N1CCC[C@@]2(CCN(c3ccncc3)C2)C1
  -1.8%	·	·	15.9%
- COc1ccc(C(=O)Cc2nnc(C)s2)c(OC)c1
  0.7%	?	·	·
- S=c1[nH]nc(CSc2nc3ccccc3s2)n1Cc1ccccc1
  -26.9%	?	-3.6	-18.4%
- COc1ccc(-c2nnc(NC(=O)C(C)C)o2)cc1
  -1.0%	0.0	1.7	4.5%
- N#CC1=C(N)N(c2ccc(Oc3ccccc3)cc2)C(=O)C1
  -7.3%	18.2	-8.3	-12.3%
- O=C(CSc1nnc(Cc2cccs2)n1C1CCCCC1)N1CCCc2ccccc21
  -7.5%	?	-6.8	4.5%
- CC1(C)CC(=O)c2cnc(N3CCN(c4ccccc4)CC3)nc2C1
  -0.9%	-24.8	?	5.2%
- Cc1c(-c2ccccc2)cn2c1-c1ccc(C)n1CC2
  -4.4%	-1.8	0.6	-18.3%
- CCN1CNC(=S)N(c2ccccc2OC)C1
  -5.0%	-28.1	12.7	·
- CCOc1ccc(N2C(=O)CSC23CCCCC3)cc1
  -3.4%	28.1	12.4	-6.1%
- CCC(=O)NCCNc1ccc([N+](=O)[O-])cn1
  -3.0%	-80.7*	·	·
- CC(C)(C)S(=O)c1cccs1 (stereo not given)
  1.1%	22.2	1.2	-2.6%
- Cc1onc(-c2ccccc2)c1C(=O)n1nnc2ccccc21
  0.8%	?	-2.7	-10.0%
- C=C1CCC2C(C)(C)[C@H](O)CC[C@@]2(C)[C@@H]1COc1cc(=O)oc2ccccc12 (stereo not given in full)
  -10.4%	3.5	·	·
- CCN1/C(=C/c2ccc3ccc(C)cc3[n+]2CC)Sc2ccccc21
  -1.1%	?	·	·
